Statin myotox sup – suppressors of simvastatin-induced myotoxicity in C2C12 myotubes; ATP luminescence, 48 h; scaled: DMSO 0, geranylgeraniol control 100; rescue of ATP level, % at 7.49 µM; 330,000 compounds, 0.78% hits; AID 602340;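 active = mean ATP rescue above about 67%, or every replicate alone reaching that limit, limit read from the data, passing the limit was not always enough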;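 note: myotubes were challenged with 10 µM simvastatin during compound exposure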
PGC1a acetyl inh – modulators of PGC1a acetylation; U2OS PGC1a acetylation, AlphaScreen anti-acetyl-lysine; with virally co-expressed GCN5 acetyltransferase; inhibition, % at 15.6 µM; 350,000 compounds, 0.17% hits; AID 651687;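 active = every replicate shows inhibition of at least 40%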;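 note: 0% = neutral control wells and 100% = positive control wells; some results beyond the cut were filed as inactive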
LGR2 antag – Drosophila LGR2 receptor signaling inhibition. AID 720647. 380,000 compounds, 0.35% hits. inhibition, % at 9.99 µM. HEK293 LGR2, CRE-luciferase, bursicon-stimulated, 4 h;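 active = drop in luminescence signal, shown as inhibition above about 50% in the replicate tests, limit read from the data, passing the limit was not always enough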;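 note: agonist challenge used bursicon conditioned medium at about half maximal strength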
XiGFP reactiv – reactivates the inactive X chromosome in mouse fibroblasts | XiGFP mouse fibroblasts, % GFP-positive cells imaging, 3 d; cells co-treated with 5-aza-dC sensitizer; scaled so ellipticine positive control = 100% | activation, % at 7.58 µM | AID 743238 | 360,000 compounds, 0.055% hits;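 active = mean normalized replicate activation at least 10% and every replicate at or above 10%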;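 note: 0% = median of on-plate neutral control wells and 100% = ellipticine 6 µM median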
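System: SV40-immortalized XiGFP fibroblast cells, line 68-5-11 / Incubation: 3-day compound exposure, then 15 min fixation at room temperature / Compound: single concentration per compound, delivered by pin transfer / Buffer or medium: DMEM plus 5-aza-dC sensitizer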
SIRT5 block – sirtuin-5 (human) deacylase inhibition | Q9NXA8 | Purified SirT5, succinyl-peptide AMC, trypsin-coupled fluorescence | inhibition, % at 15 µM | 330,000 compounds, 1.1% hits; in the data active = inhibition above about 15%
ERAP1 inh – ERAP1 (human) enzyme inhibition; Q9NZ08; recombinant ERAP1, Leu-AMC fluorescence, 60 min; inhibition, % at 10.7 µM; 340,000 compounds, 0.15% hits; AID 652197;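 active = mean replicate inhibition of at least 30%, or all replicates individually reaching that 30% level; inactive = mean below 30% and not every replicate reaching it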;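 note: 0% = neutral control wells and 100% = L-leucinethiol positive control wells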
Target sequence (Q9NZ08 whole entry, looked up): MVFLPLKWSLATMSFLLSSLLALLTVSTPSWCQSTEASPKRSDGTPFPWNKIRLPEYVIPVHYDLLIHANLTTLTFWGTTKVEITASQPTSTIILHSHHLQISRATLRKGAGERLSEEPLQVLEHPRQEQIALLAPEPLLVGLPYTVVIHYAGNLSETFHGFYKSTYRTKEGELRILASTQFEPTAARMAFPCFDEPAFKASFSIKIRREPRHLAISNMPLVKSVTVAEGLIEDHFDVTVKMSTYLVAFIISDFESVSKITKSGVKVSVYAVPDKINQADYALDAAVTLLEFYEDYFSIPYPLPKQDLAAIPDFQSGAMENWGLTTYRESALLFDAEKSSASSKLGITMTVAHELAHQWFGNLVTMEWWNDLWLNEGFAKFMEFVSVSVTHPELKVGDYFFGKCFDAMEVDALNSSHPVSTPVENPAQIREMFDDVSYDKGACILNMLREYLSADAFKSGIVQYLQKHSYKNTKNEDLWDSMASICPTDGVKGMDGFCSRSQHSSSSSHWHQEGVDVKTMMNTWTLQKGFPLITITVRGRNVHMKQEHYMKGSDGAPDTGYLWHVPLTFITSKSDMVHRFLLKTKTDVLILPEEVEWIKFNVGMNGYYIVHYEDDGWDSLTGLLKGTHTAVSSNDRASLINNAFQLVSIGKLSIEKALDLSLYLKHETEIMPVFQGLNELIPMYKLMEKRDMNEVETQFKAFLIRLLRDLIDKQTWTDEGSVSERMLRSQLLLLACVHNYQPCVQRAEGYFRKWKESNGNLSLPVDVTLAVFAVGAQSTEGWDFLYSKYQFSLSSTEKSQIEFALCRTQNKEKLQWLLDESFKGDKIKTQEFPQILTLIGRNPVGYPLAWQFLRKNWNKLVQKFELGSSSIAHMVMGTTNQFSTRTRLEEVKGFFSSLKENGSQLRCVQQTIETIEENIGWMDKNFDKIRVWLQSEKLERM
Cneo AK release – Cryptococcus neoformans lysis via adenylate kinase release. 360,000 compounds, 0.2% hits. C. neoformans lysis, adenylate kinase release luminescence, 4 h; normalised: neutral wells 0, clomiphene wells 100. lysis activity, % at 15 µM;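 active = mean lysis activity across replicates of at least 80%, whatever share of replicates individually reach that level; inactive = mean lysis activity below 80%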
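Assay system: C. neoformans cells. Amount: yeast cell density of 5 × 10^6 cells/mL. Technique: AK luminescence. Buffer or medium: YPD. Times: static 4 h at 37 °C with compound, 1 h detection. Dosing: single-point compound dose. Read-out: lysis from increased AK signal.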
S100A4 MyoIIA – S100A4-myosin IIA interaction inhibition; P26447; S100A4/TAMRA-MyoIIA peptide fluorescence polarization; inhibition, % at 10.7 µM; 360,000 compounds, 0.14% hits; AID 652163;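 active = mean inhibition of at least 70% across replicates, with every replicate also reaching that level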
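Material: S100A4 monomer (human). Medium: Calcium-containing HEPES buffer, pH 7.2. Probe or stimulus: labelled myosin peptide probe, 5 nM. Compound dosing: one concentration per compound. Timing: polarization read 5 min after assay mix addition, stable 5–60 min. Benchmarks: DMSO as neutral control, TFP as positive control.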
* hit, by the source's call; . = no result given.

SMILES	Statin myotox sup	PGC1a acetyl inh	LGR2 antag	XiGFP reactiv	SIRT5 block	ERAP1 inh	Cneo AK release	S100A4 MyoIIA
Cc1ccc(S(=O)(=O)Nc2ccc3c(c2)CC(=O)N([C@H](C)CO)C[C@@H](C)[C@H](CN(C)S(=O)(=O)c2cn(C)cn2)O3)cc1	7	-9	-7	0.1	-5	-3	1	-1
Cc1ccc(C(=O)NCCn2c(N)c(C#N)c3nc4ccccc4nc32)cc1	.	-13	4	0.1	.	.	2	.
CCN(CC)S(=O)(=O)c1ccc(/C=C/C(=O)OCC(=O)N(C)C)cc1	.	-4	-2	0.0	-9	-8	.	-6
C[C@@H]1CN([C@@H](C)CO)C(=O)c2cc(-c3ccc(F)cc3)cnc2O[C@@H]1CN(C)CC1CCCC1	-2	-5	-2	-0.1	10	-1	2	-11
Cc1ccc(C(=O)CC(=O)c2ccccc2C)c(O)c1	-8	10	-10	0.1	1	-3	2	-1
C[C@H]1CN([C@@H](C)CO)C(=O)c2cc(NS(=O)(=O)c3cn(C)cn3)ccc2O[C@H]1CN(C)Cc1ccc(C(=O)Nc2ccccc2N)cc1	9	4	6	0.0	.	4	0	-3
N#Cc1ccc(CN2CCN(CC(=O)Nc3ccccc3C(=O)NC3CC3)CC2)cc1	-7	-3	.	0.0	-3	-4	3	-3
O=C(c1ccc(F)cc1)N1C[C@H]2[C@@H](c3ccccc31)[C@@H](CO)N2C(=O)c1ccccc1	-8	1	19	0.0	1	-1	-3	2
COc1ccc(NC(=O)Nc2ccc3c(c2)CC(=O)N([C@H](C)CO)C[C@@H](C)[C@H](CN(C)C(=O)NC(C)C)O3)cc1	12	3	8	0.3	1	-1	3	4
COC(=O)c1ccc(C(=O)NN)cc1	3	-1	-3	0.1	-1	-1	1	-3
C[C@H](CO)N1C[C@H](C)[C@@H](CN(C)C(=O)C2CCCCC2)Oc2ncc(-c3ccncc3)cc2C1=O	-5	1	5	-0.7	8	1	3	13
COCCCNC(=S)N(CCCN(C)C)Cc1cc2cc3c(cc2[nH]c1=O)OCCO3	8	.	7	0.0	10	0	-1	2
CCOC(=O)C1=CCN(S(=O)(=O)c2ccccc2C)C1c1ccc(Cl)c(Cl)c1 (configuration not stated)	0	1	24	-0.1	1	4	4	0
Cc1cc2oc(=O)c(CC(=O)O)c(C)c2c2occ(C(C)(C)C)c12	1	-2	-35	0.1	-5	4	-9	1
C[C@H](NC(=O)N1CCn2c1nc1ccccc12)C(=O)NCc1ccc(F)cc1	-14	-2	5	0.2	-3	3	0	-1
O=C(CN1CCOCC1)N[C@@H]1CC[C@H](CCNC(=O)C2CCC2)O[C@H]1CO	-4	3	0	-0.4	2	-4	13	27
Cc1ccc(C(C)NC(=O)c2ccncc2)cc1C (configuration not stated)	0	.	-2	-0.1	-2	-1	10	-1
Cc1ccccc1NC(=O)Cc1nc(COC(=O)c2cccnc2Cl)cs1	13	1	-18	0.0	3	-2	0	-8
COc1cccc(C(C)(O)c2nc(-c3ccc(C)c(C)c3)cs2)c1 (configuration not stated)	-23	-5	10	0.0	.	3	-1	-2
Cc1cc(C)cc(OCC(=O)NNC(=S)NC(=O)C2CC2)c1	-3	4	10	0.0	1	-1	-1	-1

Gathered by group, those above with fluorine
SMILES	Statin myotox sup	PGC1a acetyl inh	LGR2 antag	XiGFP reactiv	SIRT5 block	ERAP1 inh	Cneo AK release	S100A4 MyoIIA
C[C@@H]1CN([C@@H](C)CO)C(=O)c2cc(-c3ccc(F)cc3)cnc2O[C@@H]1CN(C)CC1CCCC1	-2	-5	-2	-0.1	10	-1	2	-11
O=C(c1ccc(F)cc1)N1C[C@H]2[C@@H](c3ccccc31)[C@@H](CO)N2C(=O)c1ccccc1	-8	1	19	0.0	1	-1	-3	2
C[C@H](NC(=O)N1CCn2c1nc1ccccc12)C(=O)NCc1ccc(F)cc1	-14	-2	5	0.2	-3	3	0	-1

Going on with the list.
SMILES	Statin myotox sup	PGC1a acetyl inh	LGR2 antag	XiGFP reactiv	SIRT5 block	ERAP1 inh	Cneo AK release	S100A4 MyoIIA
C[C@@H]1CN([C@H](C)CO)C(=O)c2cc(NC(=O)Nc3ccc(C(F)(F)F)cc3)ccc2O[C@@H](C)CCCCO[C@H]1CN(C)Cc1ccc2c(c1)OCO2	.	-18	7	0.0	-18	-1	5	-1
CC1(C(=O)Nc2cccc(Oc3ccccc3)c2)CCN1Cc1cc2ccccc2o1 (configuration not stated)	-22	-11	8	0.3	7	18	-6	1
CC(C)CC(=O)NC(=S)Nc1ccc(CN2CCOCC2)cc1	.	9	-16	0.1	-9	5	1	5
O=C(N[C@H]1CC[C@@H](CCNS(=O)(=O)c2ccc(F)cc2)O[C@@H]1CO)C1CCC1	0	-4	-4	0.6	18*	-2	-3	11
O=C(NC(Cc1c[nH]c2ccccc12)C(=O)O)/C(=C\c1ccc2c(c1)OCO2)NC(=O)c1ccccc1 (configuration not stated)	.	2	16	0.1	-2	1	1	-3
C/C(=N\NC(=S)NCc1ccccc1)c1ccccc1	.	-12	-12	0.1	-3	4	33	-2
O=C(/C=C/c1ccc([N+](=O)[O-])s1)N1CCCCC1	.	-33	4	-0.1	.	4	.	5
Cc1c(OC(C)C(=O)O)ccc2c3c(c(=O)oc12)CCCC3 (configuration not stated)	3	11	4	0.1	-25	1	0	0
Cc1cc(Cl)ccc1C(O)c1ncc(-c2ccc3ccccc3c2)[nH]1 (configuration not stated)	-4	2	-7	0.1	2	-4	6	1
CCC(=O)N1CC2(C1)[C@@H](c1ccccc1)[C@H](CO)N2C(=O)c1cccnc1	.	1	-4	-0.1	1	-2	.	-4

Reformatted: entries from further up
molecule,Statin myotox sup,PGC1a acetyl inh,LGR2 antag,XiGFP reactiv,SIRT5 block,ERAP1 inh,Cneo AK release,S100A4 MyoIIA
CC1(C(=O)Nc2cccc(Oc3ccccc3)c2)CCN1Cc1cc2ccccc2o1 (configuration not stated),-22,-11,8,0.3,7,18,-6,1
Cc1c(OC(C)C(=O)O)ccc2c3c(c(=O)oc12)CCCC3 (configuration not stated),3,11,4,0.1,-25,1,0,0
O=C(N[C@H]1CC[C@@H](CCNS(=O)(=O)c2ccc(F)cc2)O[C@@H]1CO)C1CCC1,0,-4,-4,0.6,18*,-2,-3,11
CC(C)CC(=O)NC(=S)Nc1ccc(CN2CCOCC2)cc1,.,9,-16,0.1,-9,5,1,5

Later entries
SMILES	Statin myotox sup	PGC1a acetyl inh	LGR2 antag	XiGFP reactiv	SIRT5 block	ERAP1 inh	Cneo AK release	S100A4 MyoIIA
O=C(Nc1ccc(C(=O)O)cc1)/C(=C\c1ccc2c(c1)OCO2)NC(=O)c1ccco1	10	-12	-7	-0.1	-1	-2	-1	5
CCN(C(=O)C1CCN(S(=O)(=O)c2cccc3nonc23)CC1)c1ccccc1	18	.	-14	0.1	-2	2	1	2
O=C(c1cc2nc(-c3ccco3)cc(C(F)(F)F)n2n1)N1CCCCCC1	-7	-9	4	.	.	7	-3	-8
O=C(C[C@@H]1C=C[C@H](NC(=O)c2cccc(F)c2)[C@H](CO)O1)Nc1nccs1	13	-9	-7	0.0	1	1	-24	-3
COc1ccc(/C=C2/Sc3ccc(C(=O)NCCN4CCCCCC4)cc3NC2=O)cc1	-5	1	13	0.0	3	-2	-5	4
Cc1nc(-c2ccc(F)cc2)c(CC(=O)N2CCN(S(=O)(=O)c3ccccc3Br)CC2)s1	6	-6	-7	-0.1	-1	2	0	-1
CC(C)NC(=O)Nc1ccc2c(c1)C(=O)N([C@H](C)CO)C[C@H](C)[C@H](CN(C)CC1CCCCC1)OCCCC[C@H](C)O2	.	-11	5	0.8	-1	1	3	12
O=C(C1CCOCC1)N1CC(=O)N2[C@H](CO)[C@H](c3ccc(C#CC4CCCC4)cc3)[C@@H]2C1	.	-3	7	0.4	0	-2	.	-5
CCOC(=O)CNC(=O)Cn1cnc2c(oc3ccccc32)c1=O	-1	4	-4	0.0	-5	-3	-1	-9
COc1ccc(/C=C(/NC(=O)c2cccs2)C(=O)Nc2ccc(C)cc2)cc1OC	.	.	1	0.8	-2	4	.	-3
OCc1ccc2c(c1)c(-c1ccc3c(c1)OCCO3)c(-c1ccccc1)n2-c1ccccc1	3	-178	16	-0.2	8	-2	2	-10
S=c1c2c(nc3nc[nH]n13)CCC2	.	.	1	0.0	0	2	.	0
CCCn1c(SCC(=O)N2CCOCC2)nnc1-c1ccncc1	0	-13	-2	0.3	2	2	-5	-5
COC(=O)/C=C1\SC(=Nc2ccc(Cl)c(Cl)c2)NC1=O	.	39	0	0.0	-2	1	.	-2
O=C(COc1ccc(Cl)cc1[N+](=O)[O-])NC1CCCCC1	-5	.	-115	0.1	-10	3	.	4
CC(C)NC(=O)N1C[C@H]2[C@@H](c3ccccc31)[C@H](CO)N2Cc1ccccn1	17	1	-2	0.2	-2	-4	-1	2
C[C@@H]1CN([C@@H](C)CO)C(=O)c2cc(-c3ccc(C(=O)N(C)C)cc3)cnc2O[C@@H]1CN(C)C(=O)c1ccncc1	6	2	-4	-0.3	0	-1	-1	7
Cc1ccc(CNC(=O)C2CCCC2)cc1	-3	.	-12	0.0	-7	-1	0	-6
C[C@H]1CCCCO[C@H](CN(C)S(=O)(=O)c2ccc(F)cc2)[C@@H](C)CN([C@@H](C)CO)C(=O)c2cc(NC(=O)Cc3ccccc3)ccc2O1	-25	-5	41	0.1	.	.	0	.
C[C@H](CO)N1C[C@H](C)[C@@H](CN(C)S(=O)(=O)c2ccccc2)Oc2ccc(NS(=O)(=O)c3ccccc3)cc2CC1=O	15	-10	1	0.1	5	-3	1	9
Cc1noc(C)c1NC(=O)Nc1ccc2c(c1)CC(=O)N([C@H](C)CO)C[C@H](C)[C@H](CN(C)C(=O)Nc1c(C)noc1C)O2	-28	-3	4	0.0	-2	-1	-4	4

3 compounds out of the list above, ordered by the number in SIRT5 block, smallest number first.
smiles	SIRT5 block
N#Cc1ccc(CN2CCN(CC(=O)Nc3ccccc3C(=O)NC3CC3)CC2)cc1	-3
CC(C)NC(=O)N1C[C@H]2[C@@H](c3ccccc31)[C@H](CO)N2Cc1ccccn1	-2
CCOC(=O)C1=CCN(S(=O)(=O)c2ccccc2C)C1c1ccc(Cl)c(Cl)c1 (configuration not stated)	1

Only part of the results is shown; rates above refer to the full screens.
